# POLB inh = blocks human DNA polymerase beta activity; P06746; Pol beta primer extension/strand displacement, fluorescence kinetic; Potency, µM (titrated, usually from 114 µM), for inactives: top-dose activity change, negative = inhibition, usual class: inhibitors; actives 1.3% (n = 340,000); AID 485314; also: % is scaled to controls: 0 for no effect and ±100 for the full control effect
#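 Kinetic readout of DNA synthesis with strand displacement by Pol beta. Compound and 10 nM enzyme sit 15 min at room temperature; 50 nM substrate starts the reaction, read immediately and at 10 min.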
# Pol iota inh = inhibitors of human DNA polymerase iota; Q9UNA4; Pol iota fluorescent replication assay, 10 min; Potency, µM (doses to about 115 µM), inactives show at the highest dose activity, negative = inhibition, most hits filed as inhibitors; actives 1% (n = 390,000)
#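 Pol iota at 10 nM preincubated 15 min with compounds at room temperature; reaction started with fluorescent substrate, 50 nM final. Fluorescence read kinetically at 0 and 10 min; buffer-only wells as negative control.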
# Apoferritin bind = binds horse apoferritin like a general anesthetic | Potency, µM (titrated, usually from 77.5 µM), without a hit: top-dose activity change, negative = displacement, most hits filed as inhibitors | actives 0.074% (n = 350,000) | P02791 | apoferritin/1-aminoanthracene competitive binding, fluorescence; also: % is scaled to controls: 0 for no effect and ±100 for the full control effect; nearly all actives have a fitted effect of over 20% in size
#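 Probe: 1-aminoanthracene (50% saturated, PBS). Protein: horse-spleen apoferritin, 10 uM. Incubation: 10 min, room temperature. Detection: 380 nm excitation, 535 nm emission. Analysis: normalized response, four-parameter Hill.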
# APE1 inh = APE1 (human) endonuclease inhibition. recombinant APE1, TAMRA/BHQ-2 abasic DNA cleavage fluorescence. AID 2517. actives 0.35% (n = 350,000). Potency, µM (highest dose often 65.8 µM), for the others: at the highest dose activity change, negative = inhibition, most hits filed as inhibitors;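 also: plate controls were vehicle for no effect and reference inhibitor for full effect; nearly all actives have a fitted effect of over 55% in size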
# Target sequence (P27695 whole entry, looked up): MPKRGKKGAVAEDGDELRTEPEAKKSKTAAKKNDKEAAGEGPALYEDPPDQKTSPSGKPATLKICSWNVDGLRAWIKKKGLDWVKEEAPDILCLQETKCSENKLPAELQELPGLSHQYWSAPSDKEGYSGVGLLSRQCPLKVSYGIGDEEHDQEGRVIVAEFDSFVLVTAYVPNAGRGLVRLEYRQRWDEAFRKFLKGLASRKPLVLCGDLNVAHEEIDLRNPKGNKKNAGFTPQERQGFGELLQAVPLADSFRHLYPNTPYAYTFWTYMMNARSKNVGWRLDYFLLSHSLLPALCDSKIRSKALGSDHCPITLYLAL
#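 APE1 at 0.75 nM preincubated 15 min at room temperature with compound. Reaction then started with 50 nM double-stranded THF-abasic substrate labelled with TAMRA/BHQ-2, and 525/598 nm fluorescence read kinetically. Activity taken as third-minus-first read difference, normalized to DMSO and NSC13755 controls.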
# POLH inh = blocks human DNA polymerase eta activity. Q9Y253. recombinant Pol eta, fluorescent DNA replication assay. Potency, µM (doses to about 114 µM), for the others: at the top dose activity change, negative = inhibition, usual class: inhibitors. actives 1.2% (n = 390,000). AID 588591; also: % is scaled to controls: 0 for no effect and ±100 for the full control effect
# Target sequence (Q9Y253 whole entry, looked up): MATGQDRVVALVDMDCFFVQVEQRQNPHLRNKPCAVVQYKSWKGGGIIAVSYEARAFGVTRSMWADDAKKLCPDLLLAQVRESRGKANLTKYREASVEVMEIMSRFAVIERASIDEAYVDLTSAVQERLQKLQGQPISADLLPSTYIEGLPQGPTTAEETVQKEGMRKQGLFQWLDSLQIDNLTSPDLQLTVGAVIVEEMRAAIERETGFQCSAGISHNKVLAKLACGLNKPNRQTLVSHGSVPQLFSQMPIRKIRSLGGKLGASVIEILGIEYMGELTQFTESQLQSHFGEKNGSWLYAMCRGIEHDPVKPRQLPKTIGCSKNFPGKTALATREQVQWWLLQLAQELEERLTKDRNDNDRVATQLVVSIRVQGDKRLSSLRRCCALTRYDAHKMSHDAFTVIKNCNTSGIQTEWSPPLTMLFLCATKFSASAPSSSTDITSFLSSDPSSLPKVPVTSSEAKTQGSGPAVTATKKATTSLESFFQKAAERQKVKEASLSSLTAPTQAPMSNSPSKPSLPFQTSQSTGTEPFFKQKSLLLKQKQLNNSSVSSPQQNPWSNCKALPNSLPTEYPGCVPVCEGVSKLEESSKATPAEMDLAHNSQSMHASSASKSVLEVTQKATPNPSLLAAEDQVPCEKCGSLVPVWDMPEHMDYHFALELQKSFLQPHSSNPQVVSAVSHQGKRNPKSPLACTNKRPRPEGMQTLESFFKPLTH
#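 Pol eta at 10 nM preincubated with compounds 15 min at room temperature; reaction started with fluorescent substrate (50 nM final) and read kinetically at 0 and 10 min.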
# BAZ2B block = blocks human BAZ2B. Q9UIF8. AlphaScreen BAZ2B-H3K14Ac peptide displacement. Potency, µM (doses to about 114 µM), without a hit: top-dose activity change, negative = inhibition, actives largely listed as inhibitors. actives 4.4% (n = 360,000). AID 504333; also: % is scaled to controls: 0 for no effect and ±100 for the full control effect; nearly all actives have a fitted effect of over 60% in size
#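 In this displacement format the biotinylated H3(5-23) peptide acetylated at Lys14 serves as ligand at 50 nM, with BAZ2B at 50 nM in PBS pH 7.4 containing 0.01% Tween-20. Donor and acceptor beads are 10 ug/mL final.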
# G9a inh = G9a (human) methyltransferase inhibition. G9a H3K9 monomethylation, AlphaScreen, 2 h. actives 8.8% (n = 350,000). Q96KQ7. Potency, µM (highest dose often 102 µM), without a hit: at the top dose activity, negative = inhibition, most hits filed as inhibitors; also: % is scaled to controls: 0 for no effect and ±100 for the full control effect; nearly all actives have a fitted effect of over 75% in size
#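 AlphaScreen detection with an anti-monomethyl H3K9 antibody quantified product after a 2 h room-temperature reaction containing 500 nM biotinylated H3K9 peptide, 20 µM SAM and 20 nM enzyme, which had been preincubated 15 min with compound.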
# BLM helicase inh = blocks DNA unwinding by human BLM helicase; actives 0.2% (n = 350,000); recombinant BLM DNA unwinding, fluorescence dequenching; Potency, µM (doses to about 56.1 µM), inactives show top-dose activity change, negative = inhibition, most hits filed as inhibitors;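 also: plate controls were vehicle for no effect and no enzyme for full effect; nearly all actives have a fitted effect of over 35% in size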
# Pol kappa inh = blocks human DNA polymerase kappa activity; Q9UBT6; purified Pol kappa, fluorescent DNA synthesis assay, 10 min; Potency, µM (series often up to 107 µM), inactives show at the top dose activity, negative = inhibition, usual class: inhibitors; actives 0.53% (n = 400,000); also: % is scaled to controls: 0 for no effect and ±100 for the full control effect
#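 Enzyme at 10 nM met test compounds for 15 min at room temperature. Substrate addition (50 nM final) began the reaction, which was monitored by fluorescence at 0 and 10 min.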
# * = called active by the depositor; ? = inconclusive; . = no result given; & = joins results of further samples; ! = not active in a repeat; [ ] = remark or other dose. Calls follow the shape of the dose curve; as a rule, active = well fitted curve in the direction sought with a large enough effect; inconclusive = small, poorly fitted or top-dose-only effect, or another doubt; inactive = no such curve, though single readings can be large; an effect the other way counts as inactive or inconclusive. Potency is read from the fitted curve at half-maximal effect. Not all compounds are listed; rates above refer to the full screens.
# Sequence of screens – Pol iota inh | POLB inh | G9a inh | Apoferritin bind | BLM helicase inh | APE1 inh | Pol kappa inh | POLH inh | BAZ2B block
1. CCOC(=O)c1cccc(S(=O)(=O)N2CCCC2)c1
 : 6.6% | 90.2% | 8.9%[59 µM] | -4.2% | 1.9% | 12.5% | -8.6% | -14.9% | -5.6%
2. COC(=O)c1cccc(Cn2c(Cl)c(/C=N/Nc3ccccc3C)sc2=O)c1
 : 0.4% | ? | 10µM* | -14.1% | -0.1% | 2.3% | -11.7% | -19.3% | 35.5µM*
3. CCC(=O)Oc1ccc(C(CC)C(CC)c2ccc(OC(=O)CC)cc2)cc1 (stereo not drawn)
 : 4.8% | 19.3% | 6.7% | 6.9% | 2.9% | 15.6% | -19.8% | -16.0% | 8.7%
4. Cc1ccc(SC[C@H](c2ccccc2)N2CCN(C)CCC2=O)cc1
 : 32.7%[activator] | 0.2% | 5.3%[12.7 µM] | -16.2% | -1.0% | 2.0% | -2.5% | -2.0% | -3.6%
5. Cc1ccc(C(=O)Nc2cccc(-c3cn4ccccc4n3)c2)cc1
 : -7.8% | ? | -32.4% | -19.0% | -4.5% | 0.4% | -9.1% | -6.7% | -29.5%
6. COC(=O)c1cc(NC(=O)C2COc3ccccc3O2)cc(C(=O)OC)c1 (stereo not drawn)
 : -7.2% | -9.2% | 2.3%[59 µM] | -16.5% | -3.6% | ? | -11.5% | -8.8% | 3.2%
7. CN(C)c1cccc2c1c(NS(=O)(=O)c1cn(C)cn1)nn2C
 : 39.8µM* | -1.6% | 8.91µM* | -3.4% | -10.3% | 47.8% | -9.8% | -24.3% | -19.2%
8. COc1ccc(-c2[nH]c(-c3cccc(OC)c3)nc2SCC(=O)NC2CCCC2)cc1
 : 5.9%&2.7% | -2.3%&-2.0% | 79.4µM*! | 75.5%&-20.9%[activator] | -13.6%&-1.0% | ? | 7.7%&-8.5% | -20.9%&-14.7% | ?
9. CN(C(=O)Cn1c(=O)oc2cc(S(=O)(=O)N3CCCC3)ccc21)C1CCCCC1
 : -10.2% | 20.7% | 7.8% | 7.1% | -2.4% | 80.7% | -1.1% | -0.3% | -17.0%
10. Cc1ccc(CNc2nc3ccccc3n2C)o1
 : 30.9%[activator] | 1.6% | -22.7% | -7.1% | -1.1% | 3.8% | -5.3% | -12.4% | -12.1%
11. Cc1cccc(NC(=O)CSc2nnc(-c3ccccc3)n2N)c1
 : -5.4% | 0.6% | -16.3% | -22.0% | -1.8% | -6.0% | -16.8% | -18.8% | 33.4%[activator]
12. CCC(Sc1nc(N)cc(=O)[nH]1)C(=O)Nc1cc(C)on1 (stereo not drawn)
 : 45.7%[activator] | 6.5% | -7.1% | -4.5% | -4.6% | 1.1% | 2.4% | -9.1% | -2.1%
13. COC(=O)c1ccc(Cn2nc([N+](=O)[O-])c(Br)c2C)cc1
 : 54.5%[activator] | 1.9% | -4.5% | -8.2% | -5.6% | -6.1% | 4.4% | -4.7% | -24.2%
14. COc1ccc(S(=O)(=O)NC2CC(C)(C)NC(C)(C)C2)c2ccccc12
 : 4.1% | 0.4% | 30.0% | -13.4% | 1.1% | 33.7%[activator] | -0.2% | -11.9% | -5.6%
15. COc1ccccc1NC(=O)C1=C(C)Nc2nc(SCc3ccccc3)nn2C1c1cccnc1 (stereo not drawn)
 : -9.7% | ? | 1.0%[59 µM] | -3.0% | -7.8% | . | -10.0% | 3.9% | 79.4µM*
16. CO/N=C/C(=N\Nc1cc(OC)cc(OC)c1)C(=O)c1ccccc1
 : ? | -0.5% | -23.6% | -12.5% | -5.1% | -1.4% | -0.8% | -10.7% | -18.5%
17. COc1cccc(N2CCN(c3ncnc4onc(-c5ccc(F)cc5)c34)CC2)c1
 : -3.8% | 4.0% | 0.7%[59 µM] | -6.4% | -8.4% | . | -9.9% | -2.4% | 7.4%[57.1 µM]
18. COCCOC(=O)C1=C(C)NC(=O)NC1c1ccc(-c2ccc(F)cc2)o1 (stereo not drawn)
 : 67.8%[activator] | 13.0% | 50.1µM* | -8.9% | -2.2% | -2.5% | -5.8% | -2.3% | -32.5%
19. COCCNC(=O)c1ccc2c(c1)C(=O)c1ccccc1-2
 : -15.9% | -25.1% | 3.6% | -0.6% | 3.5% | 30.0% | -2.4% | -6.0% | -11.2%
20. COCCn1c(SCC(=O)c2c(N)n(C3CC3)c(=O)[nH]c2=O)nc2ccccc21
 : 48.2%[activator] | . | 1.4%[2.33 µM] | . | . | -0.7% | -3.4% | -21.3% | 10.6%
21. COC(=O)CCN(C(C)=O)c1ccc(N)cc1
 : ? | -6.2% | -2.5%[12.7 µM] | 0.4% | 0.3% | -2.5% | -12.1% | -6.6% | 0.1%
22. CC(=O)c1ccc(S(=O)(=O)Oc2ccc(-c3ccc(C(=O)O)cc3)cc2)cc1
 : -0.8% | 34.7% | ? | -5.1% | -1.4% | 23.8% | -18.4% | -19.9% | 4.7%
23. C[C@@H](CCc1ccccc1)NC[C@H](O)c1ccc(O)c(C(N)=O)c1
 : . | . | -5.8%[12.7 µM] | -1.0%[29.3 µM] | -0.9% | . | 5.0%[19.4 µM] | . | .
24. COc1ccccc1S(=O)(=O)N1CCC(C(=O)O)(c2ccccc2)CC1
 : 61.8%[activator] | -1.5% | 1.7% | -6.0% | -4.4% | 29.7% | 8.7% | -16.6% | 0.2%
25. Cc1nc(Cl)cc(N/N=C/c2ccccc2)n1
 : 3.3% | -1.8% | 1.4% | 4.4% | -1.4% | -14.2% | -4.2% | -4.4% | 8.1%
26. CN(C(=O)c1ccc2c(Cl)c3c(nc2c1)CCC3)c1ccccc1F
 : 38.0%[activator] | 15.3% | -0.2%[59 µM] | ? | -5.8% | . | -2.7% | -10.7% | -17.0%
27. COc1ccc(C(=O)Nc2nnc(CC(=O)N/N=C/c3ccc(O)cc3O)s2)cc1
 : . | 5.01µM* | -2.3% | -1.6% | -19.5% | -29.9% | . | . | -5.0%
28. FC(F)Oc1ccc(-n2cc(-c3ccccc3)[n+]3c2CCCCC3)cc1
 : 14.0%[58.9 µM] | 1.3% | 6.9% | -1.4% | -1.4% | 1.1% | -9.3% | -5.3% | 0.7%
29. CN(C)C1(CNC(=S)Nc2ccccc2C(F)(F)F)CCCCC1
 : 165.3%[activator] | 2.0% | ? | -13.3% | -0.4% | -7.4% | -1.3% | -17.4% | 16.3%
30. CCOC(=O)c1ccc(NC(=S)N2CCN(CCN=CC3=C(O)CC(C)(C)CC3=O)CC2)cc1
 : 67.4%[activator] | -17.4% | . | -7.9% | -9.0% | 13.7% | -10.1% | -11.5% | ?
31. Cc1ccc(C(=O)NCC(=O)OCN2C(=O)c3ccccc3C2=O)cc1C
 : 18.5% | . | 4.3%[12.7 µM] | . | . | 2.1% | -6.4% | -13.5% | 3.7%
32. N#Cc1c2c(c(-c3ccccc3Cl)[nH]c1=S)CCCC2
 : 42.0%[activator] | -1.9% | 9.6%[12.7 µM] | -18.3% | -9.8% | 1.8% | 0.0% | -9.7% | -20.4%
33. Cc1ccc(N(CC(=O)NCc2ccccn2)S(=O)(=O)c2ccccc2)cc1C
 : 55.6%[activator] | 4.8% | 9.6% | -9.5% | -2.0% | 26.5% | -2.2% | 2.2% | -12.0%
34. Cc1ccc(NC(=O)c2ccc(Nc3c([N+](=O)[O-])cc([N+](=O)[O-])cc3[N+](=O)[O-])cc2)cc1
 : 20µM* | ? | ? | -17.3% | -6.6% | -3.6% | -31.9% | ? | ?
35. CC(/C=N/NC(=O)c1nnn(-c2nonc2N)c1CN1CCCCC1)=C\c1ccccc1
 : -11.1% | -0.5% | . | -4.6% | -2.0% | -10.3% | -11.9% | -4.9% | -16.7%
36. CCN(CC)S(=O)(=O)c1ccc(F)c(C(=O)OC2CC(C)OC2=O)c1 (stereo not drawn)
 : 0.9% | 103.1% | -10.4%[59 µM] | -15.1% | -0.5% | 33.4%[12.4 µM] | -7.6% | -1.5% | 0.9%
37. Cc1ccc2sc(N(Cc3cccnc3)C(=O)Cc3ccccc3)nc2c1C
 : 1.1% | -0.9% | 2.3%[59 µM] | 24.6% | -10.3% | . | -0.4%[60.1 µM] | -23.6% | -1.4%
38. O=C(c1ccco1)N1CCN(c2ccc([N+](=O)[O-])c(N3CCOCC3)c2)CC1
 : 69.1%[activator] | 27.9% | . | -6.1% | -8.0% | 7.2% | 1.5% | -11.6% | -17.7%
39. CCOC(=O)c1ccc(NC(=O)Nc2ccc3snnc3c2)cc1
 : 22.1% | -4.1% | -7.7%[59 µM] | -6.4% | -3.1% | . | -15.0% | 1.0% | 0.0%
40. COCCNC(=O)Cn1c(=O)n(-c2ccc(C)c(C)c2)c(=O)c2c3c(sc21)CCCCC3
 : 2.7% | 3.5% | -7.9%[59 µM] | 1.0% | -4.3% | . | -3.0% | -2.6% | 7.3%
41. O=C(O)c1ccccc1NC1CCCCC1NS(=O)(=O)c1ccccc1 (stereo not drawn)
 : 1.2% | 6.7% | . | -3.4% | -1.0% | 2.1% | 3.4% | 3.3% | 10.2%
42. Cc1ccc(NC(=O)Cn2nc(C)n3cccc3c2=O)c(C)c1
 : -0.9% | -6.1% | -39.3%[59 µM] | -6.9% | -8.1% | . | 4.2% | -7.8% | -18.1%
43. CN(C)c1ccc(/C=N/NC(=O)c2ccccc2)cc1
 : 21.0% | -3.4% | -40.8% | -1.1% | 0.1% | -8.1% | 6.1% | -8.6% | -29.5%
44. CS(=O)(=O)c1cccc(-c2csc(N3CCC(C(N)=O)CC3)n2)c1
 : 33.7%[activator] | . | -28.8%[12.7 µM] | . | . | 16.9%&7.1% | 11.9% | -5.6% | -21.8%&6.2%
45. CCOc1ccc(NC(=O)Cn2cc(S(=O)(=O)NC)c(S(=O)(=O)NC)c2)cc1
 : 1.2% | -20.6% | -22.7%[59 µM] | 3.9% | -1.2% | . | -7.2% | 3.9% | -16.6%
46. CC(Cl)C(=O)Nc1ncc(C(F)(F)F)cc1Cl (stereo not drawn)
 : 1.4% | 18.3% | ? | -14.0% | 1.6% | -2.4% | -3.4% | -8.1% | 2.4%
